UDG counterscr: Primary qHTS assay for inhibitors of Activation Induced Cytidine Deaminase (AID): UDG Counterscreen signal. FRET deamination/UDG coupled assay, UDG read, 4 h. Uracil-DNA glycosylase. Potency, µM (titrated, usually from 115 µM), for the others: at the highest dose activity change, negative = inhibition, hits mostly inhibitors. AID 1347430, 2020. 91,000 compounds, 0.14% hits; further: nearly all actives have a fitted effect of over 65% in size
AID inh: Primary qHTS assay for inhibitors of Activation Induced Cytidine Deaminase (AID): AID signal | Potency, µM (top dose mostly 115 µM), without a hit: at the highest dose activity change, negative = inhibition, actives largely listed as inhibitors | 91,000 compounds, 0.32% hits | AID deamination FRET fluorescence, UDG-coupled, 4 h | AID 1347428, 2020; further: nearly all actives have a fitted effect of over 25% in size
Target sequence (Q9GZX7 whole entry, looked up): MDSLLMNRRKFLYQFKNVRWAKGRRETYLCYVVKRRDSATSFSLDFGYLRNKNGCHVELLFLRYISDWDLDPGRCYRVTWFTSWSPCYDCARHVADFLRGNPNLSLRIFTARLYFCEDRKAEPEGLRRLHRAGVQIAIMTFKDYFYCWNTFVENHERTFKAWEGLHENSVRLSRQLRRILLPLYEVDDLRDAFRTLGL
* hit, by the source's call; u = inconclusive; & = joins results of further samples; [ ] = remark or other dose. The call rests on the fitted dose curve; in most records, active means well fitted curve in the direction sought with a large enough effect; inconclusive means small, poorly fitted or top-dose-only effect, or another doubt; inactive means no such curve, though single readings can be large; an effect the other way counts as inactive or inconclusive. On the % scale 0 is the no-effect control and ±100 the full control effect; potency means the concentration at half of the fitted maximal effect.

Results follow in this order: UDG counterscr | AID inh
Cc1nc2ccc3nc(C)sc3c2s1
    -7% | -6%
COc1cc(CN(C(=O)c2cc3ccccc3oc2=O)C2CCS(=O)(=O)C2)cc(OC)c1OC (stereo not given)
    3% | 5%
CCn1cc2nc(SCc3cccc(C(F)(F)F)c3)n(Cc3ccc(OC)cc3)c(=O)c2n1
    -16% | u
O=C(NC12CC3CC(CC(C3)C1)C2)C1CC=CCC1 (stereo not given)
    2% | -1%
CCOC(=O)c1ccc(NC(=O)c2cc3c([nH]c2=O)CC(c2ccccc2)CC3=O)cc1 (stereo not given)
    14% | -4%
CCOc1ccc(-n2c(C)c(C(=O)O)c3cc(OC)ccc32)cc1
    -8% | -2%
CCCCCOC(=O)CSc1ncnc2c1sc1nc(N3CCOCC3)c3c(c12)CCCC3
    -3% | 3%
Cc1ccc(NC(=O)N2CCc3cc(S(=O)(=O)N4CCC(C)CC4)ccc32)cc1
    -1% | 7%
Cc1cc(C)cc(OCCn2cnc3c2c(=O)n(C)c(=O)n3C)c1
    -19% | -27%
NS(=O)(=O)c1ccc(O)cc1
    4% | 1%
C=CCNC(=O)CC12CC3CC(CC(C3)C1)C2
    3% | -3%
Cc1nc2cc(-c3ccc(Cl)cc3)nn2c(C)c1CCC(=O)N1CCN(c2ccccc2)CC1
    -17% | 11%
COc1ccccc1-c1nnc2n(CCc3ccccc3)c(=O)c3ccccc3n12
    -2% | 11%
Cc1ccc2c(=O)cc(C(=O)Nc3c(C)cccc3C)oc2c1
    3%[57.5 µM] | 25%[57.5 µM]
CCOc1ccc(C(=O)Nc2ccc3nc(SCC(=O)N4CCOCC4)sc3c2)cc1
    2%[57.5 µM] | 19%
COc1ccc2oc(=O)c(-c3nc(-c4ccc(C)cc4)no3)cc2c1
    5% | 7%
CC(C)=CC(=O)Nc1cccc2c1CCCC2
    5% | -5%
Cc1ccccc1Nc1cc(C(=O)NCCc2ccc(Cl)cc2)c2ccccc2n1
    -24%[57.5 µM] | 3%
COc1ccc(NC(=O)C2=C(C)Nc3nc(SCc4ccccc4C)nn3C2c2cc(OC)c(O)c(OC)c2)cc1 (stereo not given)
    15% | 1%
CCOC(=O)c1cccc(NC(=O)C2CCCN(S(=O)(=O)c3ccc4c(c3)oc(=O)n4C)C2)c1 (stereo not given)
    -4% | -2%

Continuation.
Results follow in this order: UDG counterscr | AID inh
COc1ccc(-c2ccc3c(N)c(C(=O)Nc4cccc(C)c4)sc3n2)cc1
    -3% | 19%
O=C(/C=C/c1ccc(F)cc1)c1ccc(-c2ccccc2)cc1
    -9% | -7%
COc1ccccc1NC(=O)C1CCN(c2nccnc2Sc2ccc(C)cc2)CC1
    u | -13%
C=CCOC(=O)Oc1ccc2c(=O)c(Oc3ccc(CC)cc3)c(C(F)(F)F)oc2c1
    -13% | -9%
Cc1cc2nc(SCC(=O)Nc3ccc(F)c(Cl)c3)[nH]c(=O)c2[nH]1
    -3% | 10%
O=C(O)CC1(CC(=O)NC2CCN(Cc3ccccc3)CC2)CCCC1
    8% | 5%
CCC(=O)N1CCc2cc(Br)cc(S(=O)(=O)N3CCCC(C(=O)Nc4cccc(C)c4C)C3)c21 (stereo not given)
    -12% | 14%
COc1ccc(Nc2nc3c(S(=O)(=O)c4ccc(C)cc4)nnn3c3ccsc23)cc1Cl
    29% | 1%
CSC1=N/C(=C\c2cccc(OCc3ccccc3)c2)C(=O)S1
    2% | -2%
COc1cccc(CNC(=O)Cn2ncc3ccc(OC)c(OC)c3c2=O)c1
    -3% | -1%
CC(C)c1ccc(NC(=O)/C=C/c2ccccc2F)cc1
    -6% | -10%
CC(=O)c1cnc(N2CC(C)CC(C)C2)nc1C (stereo not given)
    -13% | -10%
COc1ccc(NC(=S)NNC(N)=O)cc1
    6% | 0%
Cc1ccc(OCC(=O)Nc2ccc(S(=O)(=O)Nc3ncccn3)cc2)c(C(C)(C)C)c1
    -27% | -4%
COc1ccccc1N1CCN(C(=O)Nc2cn(CC(C)C)c(=O)c3ccccc23)CC1
    1% | 124%[activator]
CCOc1ccc(-c2cc3c(=O)n(CC(=O)NCc4ccc(OC)cc4)ccn3n2)cc1
    -23% | 1%
CCOC(=O)C(C)Oc1ccc2c(=O)c(Oc3ccccc3OCC)coc2c1 (stereo not given)
    4% | -7%
Cc1ccc(C)c(N2CCN(C(=O)CCn3c(=O)c4cccn4c4cccnc43)CC2)c1
    10% | 7%
CCOC(=O)c1c(N)n(-c2cccc(OC)c2)c2nc3ccccc3nc12
    -7% | 100%[activator]
O=[N+]([O-])c1cc(S(=O)(=O)Nc2ccccc2)ccc1N/N=C/c1ccc(C(F)(F)F)cc1
    -2% | -12%

Single records, as listed above. Order of screens: UDG counterscr | AID inh
`CSC1=N/C(=C\c2cccc(OCc3ccccc3)c2)C(=O)S1` across the screens: 2% | -2%
`CC(=O)c1cnc(N2CC(C)CC(C)C2)nc1C` (stereo not given) across the screens: -13% | -10%
`O=[N+]([O-])c1cc(S(=O)(=O)Nc2ccccc2)ccc1N/N=C/c1ccc(C(F)(F)F)cc1` across the screens: -2% | -12%
`CCOc1ccc(-c2cc3c(=O)n(CC(=O)NCc4ccc(OC)cc4)ccn3n2)cc1` across the screens: -23% | 1%
`COc1ccc(-c2ccc3c(N)c(C(=O)Nc4cccc(C)c4)sc3n2)cc1` across the screens: -3% | 19%

Further compounds follow:
Results follow in this order: UDG counterscr | AID inh
CCOC(=O)c1cccc(NC(=O)c2cc(CN3CCOCC3)on2)c1
    6% | -4%
CCOc1ccc(-n2c(=O)c3c(C)c(C)sc3n(CC(=O)C(C)(C)C)c2=O)cc1
    u | 14%
CC(C)c1ccc(NC(=O)CN(c2cc(C(F)(F)F)ccc2Cl)S(C)(=O)=O)cc1
    -9% | -13%
CCCn1c(=O)c2sc(N3CCC(C)CC3)nc2n(CC(=O)Nc2cc(Cl)ccc2C)c1=O
    -19% | -5%
COc1ccc(OC)c(CCNC(=O)c2c(C)oc3ncn(CC(C)C)c(=O)c23)c1
    u | u
CCN(c1ccccc1)S(=O)(=O)c1ccc(NC(=O)c2nc(S(C)(=O)=O)ncc2Cl)cc1
    -7% | -7%
CCOC(=O)c1oc2cc(O)ccc2c(=O)c1-c1ccc2c(c1)OCCO2
    -1% | 0%
CCOc1ccc(Nc2sc(C(=O)c3ccc(F)cc3)c(N)c2S(=O)(=O)c2ccc(C)cc2)cc1
    -17% | u
CCCCOC(=O)c1ccc(NC(=O)CSc2nc3c(c(=O)[nH]2)CCC3)cc1
    10% | 11%
COCCN1C(=O)c2n[nH]c(-c3ccco3)c2C1c1ccccc1 (stereo not given)
    12% | 27%
CC(C)c1nn2c(=O)cc(COC(=O)c3cccc(NC(=O)c4ccccc4F)c3)nc2s1
    0% | 16%
COCCCN1C(=O)c2[nH]nc(-c3cc(C)ccc3O)c2C1c1ccc(F)cc1 (stereo not given)
    -15% | -19%
COC(=O)c1ccc(C2C(C#N)=C(N)Oc3n[nH]c(-c4ccc(OC)cc4)c32)cc1 (stereo not given)
    -3% | -3%
CC(C)c1cc(-c2nn3c(-c4ccccn4)nnc3s2)n(C)n1
    -9% | 0%
CCN(CC)CCNC(=O)c1c(C)oc2ncn(C)c(=O)c12
    u | 198%[activator]
COc1ccc(Oc2coc3cc(OCC#N)ccc3c2=O)cc1
    -8% | -7%
Cc1cn([C@H]2C=C[C@@H](CO)O2)c(=O)[nH]c1=O
    -4% | 1%
COc1ccc(CNC(=O)c2cc3c(=O)n(C)c4ccccc4c3n2C)cc1
    -4% | 1%
COc1ccc2cc(CNc3ccc(C)cc3)c(=O)n(CC(=O)Nc3ccc(OC)c(Cl)c3)c2c1
    -3% | 3%
Cc1ccccc1OCc1nc2c3c(ncn2n1)Oc1cc(O)ccc1C3c1ccccc1 (stereo not given)
    -3% | -1%

Carrying on:
Results follow in this order: UDG counterscr | AID inh
CC(=O)Nc1ccc(CNCCSCc2cccs2)cc1
    -6% | -7%
Cc1ccc(Cn2cnc3nc4c(cc3c2=O)CCCC4)cc1
    -6% | -15%
COc1cn(CC(=O)Nc2ccc(C)cc2)c(CN2CCCCC2)cc1=O
    -2% | 7%
C=C(C)COc1ccc(C(=O)Nc2ccccc2)cc1
    -4% | -2%
CCC(=O)N1CCc2cc(Br)cc(S(=O)(=O)CCC(=O)N3CCN(c4ccc(F)cc4)CC3)c21
    -15% | 1%
Cc1cccc2c1N(Cc1ccc(OC(C)C)cc1)C(=O)C2=O
    -8% | -8%
CC(C)NC(=S)NN=C1CCCCC1
    8% | 1%
CCOc1ccc(/C=C/c2nc(C#N)c(Nc3ccc(OC)cc3)o2)cc1
    -5%&-1% | -5%&-17%
COc1ccc(NC(=O)Cn2c(=O)n(Cc3ccco3)c(=O)c3sc4ccccc4c32)cc1Cl
    -6% | 16%
COc1ccc(-n2ccnc(NCCc3ccc(S(N)(=O)=O)cc3)c2=O)cc1Cl
    4% | 13%
Cc1ccccc1OCC(=O)Nc1nnc(SCc2cc(=O)n3cc(Cl)ccc3n2)s1
    -5% | 0%
N#C/C(=C/c1cccc(O)c1)c1ccc(C(F)(F)F)cn1
    -11% | -8%
CCOC(=O)C(NC(=O)c1cc(C)cc(C)c1)C(=O)OCC
    -9% | -4%
Cc1nc2ccc(Cl)cc2cc1C(=O)NCc1cccnc1-n1cncn1
    -8% | -17%
CC(C)(C)c1ccc(C(=O)NNc2ncnc3c2cnn3-c2ccc(Cl)cc2)cc1
    u | u
CC1CCN(S(=O)(=O)c2ccc3[nH]ccc3c2)CC1
    -15% | -12%
COCCNC(=O)CSc1nnc(NC(=O)Nc2ccc(C)cc2)s1
    -18% | -18%
N#Cc1ccccc1S(=O)(=O)NC1CCSc2c(F)cccc21 (stereo not given)
    -8% | -13%
CN1CCc2nc3sc(C(=O)Nc4cccc(C#N)c4)c(N)c3cc2C1
    u | -15%
CC(=O)Nc1ccc(S(=O)(=O)NC2(C(F)(F)F)NC(=O)N(CCc3ccc(F)cc3)C2=O)cc1 (stereo not given)
    -4%[57.5 µM] | 23%[57.5 µM]

More entries
Results follow in this order: UDG counterscr | AID inh
CONC(=O)COc1ccc(C)cc1C
    -3% | -6%
CC(C)CC(NC(=O)C(c1ccccc1)c1ccccc1)c1ccccc1 (stereo not given)
    4% | -4%
Cc1ccc(N2C(=O)CC(c3ccccc3F)C3=C2COC3=O)cc1Cl (stereo not given)
    -4%[57.5 µM] | -29%
COc1ccc(-c2c(C)c3ccc(O)c(CN4CCCC(C)C4)c3oc2=O)cc1OC (stereo not given)
    0% | -6%
COc1ccc(COc2ccc3c(C)c(CC(=O)O)c(=O)oc3c2)cc1
    5% | -20%
CCOC(=O)c1[nH]c(C)c(C(=O)NCc2ccccc2Cl)c1C
    -17% | 0%
CCOc1ccc(NC(=O)c2nn(C)c3c2CS(=O)(=O)c2ccccc2-3)cc1
    3% | 9%
CC(NC(=O)c1cncc(Br)c1)C1CC2CCC1C2 (stereo not given)
    8% | 5%
COC(=O)c1ccccc1NC(=O)c1noc2c1CSc1ccccc1-2
    -1%[57.5 µM] | 14%
CCC(=O)Nc1ccc(SC2CCCC2)cc1
    3% | 5%
COc1ccc(Cn2ccc3nc(C)c(C(=O)NCc4ccc(F)cc4)cc3c2=O)cc1
    5% | 10%
COCCCNc1nc2c(c(=O)n(Cc3cccc(Br)c3)c(=O)n2C)n1C
    -8% | -6%
COC(=O)C1=C(N)Oc2cc(C)n(C)c(=O)c2C1c1cccc(OC)c1 (stereo not given)
    46%[activator] | -8%
Cc1noc(-c2cc3cc(Br)ccc3o2)n1
    -1% | -5%
Cc1ccc2c(CNCC(C)c3ccccc3)c(C(=O)O)n(Cc3ccccc3C)c2c1 (stereo not given)
    -4%[57.5 µM] | -1%
CCCCCn1nc(C(=O)Nc2nc(-c3ccc(OC)cc3)c(C)s2)c2ccccc2c1=O
    0% | -3%
CCOC(=O)c1cccc(NC(=O)CCn2nc(C)c3c(C)n(-c4ccccc4)nc3c2=O)c1
    -11% | 6%
COC(=O)CCCNC(=O)CN(C)Cc1ccsc1
    -2% | -1%
CCN(CCO)C(=S)Nc1cccc(C)c1
    6% | 3%
COC(=O)c1ccc(NC(=O)CCCc2cccs2)cc1
    8% | 0%

Three of the entries above in order of their number in AID inh, low to high:
smiles | AID inh
COCCCNc1nc2c(c(=O)n(Cc3cccc(Br)c3)c(=O)n2C)n1C | -6%
Cc1noc(-c2cc3cc(Br)ccc3o2)n1 | -5%
COC(=O)CCCNC(=O)CN(C)Cc1ccsc1 | -1%

(further entries)
Results follow in this order: UDG counterscr | AID inh
O=C(CSc1ccccn1)c1ccc2c(c1)OCCO2
    6% | -2%
O=C(Cc1c[nH]c2ccccc12)NC1(c2ccccc2)CCC1
    0% | 1%
Cc1ccc(Cl)cc1NC(=O)c1oc2ccc(S(=O)(=O)N(C)C3CCCCC3)cc2c1C
    -3% | 10%
CN(C)C(=O)/C=C/c1ccc(-c2ccccc2F)o1
    0% | 8%
O=C(CC1CC2CCC1C2)Nc1ccc(Br)cc1Cl (stereo not given)
    -11% | -15%
CCc1c(C)sc(NC(=O)c2cccc(Br)c2)c1C#N
    6% | 22%
CCOc1ccc2oc(=O)cc(CN3CCN(c4ccccc4)CC3)c2c1
    0%&-2% | -6%&8%
CCCCCCCCCCCCc1ccc(-c2ccc(CC)cn2)cc1
    1% | 4%
CC(Oc1ccccc1C(N)=O)c1ccccc1Cl (stereo not given)
    -8% | -8%
Cc1ccc(N2CC(c3nnc(NC(=O)c4ccco4)s3)CC2=O)cc1Cl (stereo not given)
    8% | -1%
Cc1cccc(C(=O)OCCCN(C)C)c1
    -10% | -10%

Some of the compounds tested; rates above refer to the full screens.
